APOBEC3G inh: blocks human APOBEC3G single-stranded DNA deamination. 0.28% of 330,000 active. recombinant A3G, ssDNA deamination FAM/TAMRA fluorescence. Q9HC16. inhibition, % at 20 µM;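 active = inhibition of at least 40% at 20 µM, with no more than 30% in the related APOBEC3A deaminase screen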;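 note: plate controls were DMSO wells with A3G for no effect and wells lacking A3G enzyme for full effect; some compounds called inactive have numbers as strong as hits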
SENP1 inh: inhibitors of human SENP1 SUMO protease catalytic domain; recombinant SENP1 catalytic domain, CyPet-SUMO1-YPet FRET cleavage; inhibition, % at 10 µM; 0.21% of 360,000 active; AID 624204; Q9P0U3;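 active = inhibition at least 30% at 10 µM, raw YFP signal under a set limit, fluorescence ratio 0.5 to 1.5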;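 note: 0% = enzyme with DMSO and 100% = no enzyme wells; some results filed as inactive read as strong as hits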
Target sequence (Q9P0U3 419-644 limits assumed): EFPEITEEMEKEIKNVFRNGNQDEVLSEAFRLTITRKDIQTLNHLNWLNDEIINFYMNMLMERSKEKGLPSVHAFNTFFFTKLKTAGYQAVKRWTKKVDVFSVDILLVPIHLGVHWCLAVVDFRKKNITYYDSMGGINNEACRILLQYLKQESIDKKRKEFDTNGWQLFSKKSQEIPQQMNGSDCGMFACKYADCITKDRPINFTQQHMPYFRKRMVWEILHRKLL
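system = hSENP1 catalytic domain, recombinant | reagent = SFCypet-SUMO1-SFYpet substrate at 25 nM | doses = one dose per compound, 10 µM, 0.5% DMSO | incubation = enzyme reaction for 50 min at room temperature, dark | measured by = FRET, CFP and YFP emission | controls = no-enzyme low, enzyme-DMSO high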
SENP6 block: inhibitors of human SENP6 protease; Q9GZR1; Recombinant SENP6 catalytic domain, aminoluciferin luminescence; inhibition, % at 10 µM; 1.8% of 330,000 active; AID 2599;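 active = inhibition above about 50% at the single tested dose, limit read from the data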;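 note: plate controls were DMSO wells with enzyme for no effect and DMSO wells lacking enzyme for full effect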
SENP8 block-1: blocks human SENP8 cleavage of Nedd8 substrate; inhibition, % at 20 µM; AID 602440; 0.64% of 360,000 active; recombinant SENP8, Nedd8 substrate fluorescence; in the data active = inhibition mostly above about 40%, no sharp cut-off; inactive = mostly below about 27%
Target sequence (Q96LD8 whole entry, looked up): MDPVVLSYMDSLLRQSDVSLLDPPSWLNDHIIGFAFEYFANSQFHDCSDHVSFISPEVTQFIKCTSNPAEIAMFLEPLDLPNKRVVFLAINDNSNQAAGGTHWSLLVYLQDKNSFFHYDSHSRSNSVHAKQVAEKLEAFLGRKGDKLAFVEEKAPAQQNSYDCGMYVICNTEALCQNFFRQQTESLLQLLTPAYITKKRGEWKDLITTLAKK
Apaf1 inhib: inhibitors of human Apaf-1 apoptosome. inhibition, % at 20 µM. 0.71% of 330,000 active. reconstituted apoptosome caspase-3 activity, DEVD-Rh110 fluorescence; active = inhibition of at least 40% at 20 µM;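 note: plate controls were DMSO wells for no effect and DEVD-CHO caspase inhibitor wells for full effect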
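Assay system – apoptosome proteins · Medium – Hepes buffer, pH 7.5 · Also added – cytochrome c with DEVD-Rh110 · Timing – 30 min compound preincubation, 50 min activation, room temperature · Detection – Rh110 fluorescence, excitation 480 nm, emission 540 nm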
SENP8 block-2: blocks the human protease SENP8; 1.2% of 330,000 active; AID 2540; Q96LD8; inhibition, % at 10 µM; purified SENP8, Z-RLRGG-aminoluciferin cleavage, luminescence; in the data active = inhibition above about 50%
SENP7 inh: SENP7 protease inhibition; Q9BQF6; recombinant SENP7, Z-RLRGG-aminoluciferin luminescence, 40 min; inhibition, % at 5 µM; 1.5% of 330,000 active;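 active = inhibition above about 50% at the single test dose, limit read from the data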;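 note: plate controls were DMSO with enzyme for no effect and no enzyme buffer wells for full effect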
Target sequence (Q9BQF6 706-1050 limits assumed): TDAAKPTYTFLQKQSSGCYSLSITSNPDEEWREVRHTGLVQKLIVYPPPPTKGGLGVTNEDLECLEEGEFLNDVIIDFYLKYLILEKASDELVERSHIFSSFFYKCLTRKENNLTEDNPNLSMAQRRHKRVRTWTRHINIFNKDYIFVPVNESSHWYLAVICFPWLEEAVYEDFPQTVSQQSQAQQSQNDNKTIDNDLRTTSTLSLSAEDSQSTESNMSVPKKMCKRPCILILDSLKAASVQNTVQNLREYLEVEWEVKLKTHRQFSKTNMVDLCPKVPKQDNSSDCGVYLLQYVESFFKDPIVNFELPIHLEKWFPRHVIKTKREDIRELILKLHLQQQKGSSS
UBC13 polyUb: inhibitors of human UBC13 polyubiquitin chain formation | TR-FRET | AID 485273 | 0.47% of 330,000 active | inhibition, % at 20 µM; in the data active = inhibition above about 45%, passing the limit was not always enough
Target sequence (P61088 whole entry, looked up): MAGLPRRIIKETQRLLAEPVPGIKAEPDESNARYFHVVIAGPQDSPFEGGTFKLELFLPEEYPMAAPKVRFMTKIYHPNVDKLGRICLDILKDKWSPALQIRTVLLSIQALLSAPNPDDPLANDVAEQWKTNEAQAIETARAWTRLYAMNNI
* marks the source's active call; other numbers are inactive results; & = joins results of further samples.

How did CC(C)Oc1ccc2c3c(c(=O)oc2c1)CCC3 do in these assays?
APOBEC3G inh: 3; SENP1 inh: -2; SENP6 block: 9; SENP8 block-1: -211; Apaf1 inhib: 8; SENP8 block-2: -4; SENP7 inh: 10; UBC13 polyUb: 8

What do the screens show for `Cc1cc(SCc2ccccc2Cl)nc(=O)[nH]1`?
APOBEC3G inh: -1; SENP1 inh: -42; SENP6 block: -13; SENP8 block-1: -1; Apaf1 inhib: -2; SENP8 block-2: -5; SENP7 inh: -2; UBC13 polyUb: -3

Results for O=c1oc2ccccc2c(O)c1C=NCc1ccccn1 ?
APOBEC3G inh: -1; SENP1 inh: 0; SENP6 block: -18; SENP8 block-1: 20; Apaf1 inhib: -4; SENP8 block-2: -13; SENP7 inh: 0; UBC13 polyUb: 3

How did Cc1ccc(S(=O)(=O)N2CCN(c3nccnc3C#N)CC2)cc1 do in these assays?
APOBEC3G inh: 0; SENP1 inh: -1; SENP6 block: -23; SENP8 block-1: -168; Apaf1 inhib: 3; SENP8 block-2: -1; SENP7 inh: -7; UBC13 polyUb: 0

How did C/C(N)=C(/C#N)C(=O)COC(=O)c1cc(C)n(-c2ccc(F)cc2)c1C do in these assays?
APOBEC3G inh: 2; SENP1 inh: 1&1; SENP6 block: 5; SENP8 block-1: 8&27; Apaf1 inhib: 13; SENP8 block-2: -5; SENP7 inh: -11; UBC13 polyUb: -9

How did CCN(CC)S(=O)(=O)c1ccc2oc(C(=O)NCc3ccc(C)cc3)c(C)c2c1 do in these assays?
APOBEC3G inh: 6; SENP1 inh: 2; SENP6 block: -11; SENP8 block-1: 13; Apaf1 inhib: 20; SENP8 block-2: 5; SENP7 inh: 0; UBC13 polyUb: -3

How did COc1cccc(-c2csc(NC(=O)C3CC3)n2)c1 do in these assays?
APOBEC3G inh: -8; SENP1 inh: 2; SENP6 block: -3; SENP8 block-1: 26; Apaf1 inhib: 2; SENP8 block-2: -14; SENP7 inh: 2; UBC13 polyUb: 3

Results for COc1ccc([C@@H]2CC(=O)c3c(O)cc(O)cc3O2)cc1O ?
APOBEC3G inh: 1; SENP1 inh: 0; SENP6 block: 28; SENP8 block-1: 3; Apaf1 inhib: -15; SENP8 block-2: 15; SENP7 inh: 4; UBC13 polyUb: -4

What do the screens show for `O=S1(=O)CCN(C(CCO)c2cccc(C(F)(F)F)c2)CC1` (stereo unspecified)?
APOBEC3G inh: -6; SENP1 inh: 1; SENP6 block: -7; SENP8 block-1: -2; Apaf1 inhib: -8; SENP8 block-2: -1; SENP7 inh: -2; UBC13 polyUb: 2

Results for Cc1cccc(N2CC(C(=O)NCc3ccco3)CC2=O)c1C (stereo unspecified) ?
APOBEC3G inh: 4; SENP1 inh: -5; SENP6 block: 19; SENP8 block-1: -19; Apaf1 inhib: 4; SENP8 block-2: 8; SENP7 inh: 7; UBC13 polyUb: -4

How did O=C1CCCN1CCC1CCN(C2CC(=O)N(Cc3ccc(N4CCCC4=O)cc3)C2=O)CC1 (stereo unspecified) do in these assays?
APOBEC3G inh: -2; SENP1 inh: 3; SENP6 block: 3; SENP8 block-1: 21; Apaf1 inhib: -23; SENP8 block-2: -2; SENP7 inh: 5; UBC13 polyUb: -2

Results for Cc1ccc(Oc2nc3ccccc3n3c(C)nnc23)c(C)c1 ?
APOBEC3G inh: -3; SENP1 inh: -1; SENP6 block: -5; SENP8 block-1: 17; Apaf1 inhib: 7; SENP8 block-2: 5; SENP7 inh: 3; UBC13 polyUb: 2

How did Cc1ccc(C(=O)N(CC(C)C)c2c(N)n(Cc3ccccc3)c(=O)[nH]c2=O)o1 do in these assays?
APOBEC3G inh: -9; SENP1 inh: -7; SENP6 block: -18; SENP8 block-1: -25; Apaf1 inhib: 10; SENP8 block-2: -14; SENP7 inh: 5; UBC13 polyUb: 3

How did CC(C)(C)NC(=O)CN(C(=O)CS(=O)CC(=O)Nc1ccc(F)cc1)c1cccc(F)c1 (stereo unspecified) do in these assays?
APOBEC3G inh: -1; SENP1 inh: 2; SENP6 block: -2; SENP8 block-1: -17; Apaf1 inhib: 7; SENP8 block-2: -5; SENP7 inh: -8; UBC13 polyUb: -10

How did COc1ccc(C(CNC(=O)c2ccc(S(=O)(=O)N3CCOCC3)cc2)N2CCCCC2)cc1 (stereo unspecified) do in these assays?
APOBEC3G inh: -4; SENP1 inh: -1; SENP6 block: -3; SENP8 block-1: 15; Apaf1 inhib: -8; SENP8 block-2: -1; SENP7 inh: 1; UBC13 polyUb: 5

What do the screens show for `CN(CC(=O)NCc1ccco1)S(=O)(=O)c1ccc(F)cc1`?
APOBEC3G inh: 4; SENP1 inh: 2; SENP6 block: 24; SENP8 block-1: 11; Apaf1 inhib: 3; SENP8 block-2: -6; SENP7 inh: -3; UBC13 polyUb: -10

How did CN(C)c1nc(NCc2ccccc2)nc(N/N=C/c2cccc(Br)c2)n1 do in these assays?
APOBEC3G inh: -4; SENP1 inh: 2; SENP6 block: -18; SENP8 block-1: 5; Apaf1 inhib: 6; SENP8 block-2: -2; SENP7 inh: 7; UBC13 polyUb: 3

Results for Cc1ccc(CN(C)C(=O)COC(=O)CSc2cc(C)c3ccccc3n2)cc1 ?
APOBEC3G inh: -12; SENP1 inh: -1; SENP6 block: -15; SENP8 block-1: -4; Apaf1 inhib: -2; SENP8 block-2: -2; SENP7 inh: -1; UBC13 polyUb: 30

Results for CCOC(=O)N1CCN(Cc2nc(-c3ccc(OC)cc3)no2)CC1 ?
APOBEC3G inh: -7; SENP1 inh: 0; SENP6 block: -17; SENP8 block-1: 13; Apaf1 inhib: 14; SENP8 block-2: -3; SENP7 inh: -6; UBC13 polyUb: -6

How did O=C(Cn1c(NCCO)nc2ccccc21)Nc1ccc2c(c1)OCCCO2 do in these assays?
APOBEC3G inh: -8; SENP1 inh: 1; SENP6 block: -3; SENP8 block-1: 12; Apaf1 inhib: -1; SENP8 block-2: 6; SENP7 inh: -2; UBC13 polyUb: 2

What do the screens show for `CSc1ccccc1NC(=O)C1C2CCC(C2)C1C(=O)O` (stereo unspecified)?
APOBEC3G inh: 2; SENP1 inh: 3; SENP6 block: 8; SENP8 block-1: 8; Apaf1 inhib: 11; SENP8 block-2: -5; SENP7 inh: 10; UBC13 polyUb: -1

Results for Cc1cc(C)nc(CCNC(=O)c2cc(COc3c(F)cccc3F)on2)n1 ?
APOBEC3G inh: -7; SENP1 inh: 1; SENP6 block: -5; SENP8 block-1: -4; Apaf1 inhib: -12; SENP8 block-2: -9; SENP7 inh: -8; UBC13 polyUb: 3

What do the screens show for `COc1cc2c(cc1NC(=O)CN1CCN(S(=O)(=O)c3ccc(C)cc3)CC1)oc1ccccc12`?
APOBEC3G inh: -2; SENP1 inh: 1; SENP6 block: -7; SENP8 block-1: 13; Apaf1 inhib: 10; SENP8 block-2: -15; SENP7 inh: 0; UBC13 polyUb: -13

Results for COC(=O)c1c(C)oc(C)c1S(=O)(=O)NCC1CC1 ?
APOBEC3G inh: -1; SENP1 inh: 1; SENP6 block: -42; SENP8 block-1: 7; Apaf1 inhib: 5; SENP8 block-2: -12; SENP7 inh: 7; UBC13 polyUb: -6

Three entries picked at random from those above, as already listed:
How did CN(C)c1nc(NCc2ccccc2)nc(N/N=C/c2cccc(Br)c2)n1 do in these assays?
APOBEC3G inh: -4; SENP1 inh: 2; SENP6 block: -18; SENP8 block-1: 5; Apaf1 inhib: 6; SENP8 block-2: -2; SENP7 inh: 7; UBC13 polyUb: 3

Results for COC(=O)c1c(C)oc(C)c1S(=O)(=O)NCC1CC1 ?
APOBEC3G inh: -1; SENP1 inh: 1; SENP6 block: -42; SENP8 block-1: 7; Apaf1 inhib: 5; SENP8 block-2: -12; SENP7 inh: 7; UBC13 polyUb: -6

What do the screens show for `COc1cc2c(cc1NC(=O)CN1CCN(S(=O)(=O)c3ccc(C)cc3)CC1)oc1ccccc12`?
APOBEC3G inh: -2; SENP1 inh: 1; SENP6 block: -7; SENP8 block-1: 13; Apaf1 inhib: 10; SENP8 block-2: -15; SENP7 inh: 0; UBC13 polyUb: -13

The list continues.
How did c1ccc(N2CCCCC2)c(NC2=NCCC2)c1 do in these assays?
APOBEC3G inh: -1; SENP1 inh: 1; SENP6 block: 2; SENP8 block-1: 14; Apaf1 inhib: 2; SENP8 block-2: 5; SENP7 inh: 3; UBC13 polyUb: 0

What do the screens show for `CCC1(C)Cc2ccccc2-c2nc(NCCO)n(-c3ccccc3)c(=O)c21` (stereo unspecified)?
APOBEC3G inh: -2; SENP1 inh: 1; SENP6 block: -10; SENP8 block-1: -286; Apaf1 inhib: 12; SENP8 block-2: 4; SENP7 inh: 10; UBC13 polyUb: 18

Results for CC1CCN(S(=O)(=O)c2ccc(Oc3ccc([N+](=O)[O-])cc3)cc2)CC1 ?
APOBEC3G inh: -4; SENP1 inh: 2; SENP6 block: -16; SENP8 block-1: 11; Apaf1 inhib: 10; SENP8 block-2: -5; SENP7 inh: -13; UBC13 polyUb: -16

What do the screens show for `CC(C)(C)c1cc2nc(N)nc(N)n2n1`?
APOBEC3G inh: 5; SENP1 inh: 1; SENP6 block: -21; SENP8 block-1: 11; Apaf1 inhib: 1; SENP8 block-2: 3; SENP7 inh: 4; UBC13 polyUb: 3

Results for CS(=O)(=O)N(CC(=O)NCc1ccccc1)c1ccc(Cl)cc1 ?
APOBEC3G inh: -3; SENP1 inh: 1; SENP6 block: -29; SENP8 block-1: 6; Apaf1 inhib: -2; SENP8 block-2: -5; SENP7 inh: -11; UBC13 polyUb: -4

How did FC(F)(F)c1ccc(NCc2ccccn2)nc1 do in these assays?
APOBEC3G inh: -2; SENP1 inh: 2; SENP6 block: -1; SENP8 block-1: 26; Apaf1 inhib: 4; SENP8 block-2: -5; SENP7 inh: 5; UBC13 polyUb: 3

How did CN(C)c1ccc(C(CNC(=O)c2ccco2)N2CCCC2)cc1 (stereo unspecified) do in these assays?
APOBEC3G inh: -7; SENP1 inh: -1; SENP6 block: -14; SENP8 block-1: 19; Apaf1 inhib: -4; SENP8 block-2: -8; SENP7 inh: 9; UBC13 polyUb: 1

What do the screens show for `COc1ccc(N2CCC(CNC(=S)Nc3cc(C)cc(C)c3)C2)cc1` (stereo unspecified)?
APOBEC3G inh: -3; SENP1 inh: -3; SENP6 block: 12; SENP8 block-1: 11; Apaf1 inhib: 8; SENP8 block-2: -1; SENP7 inh: 7; UBC13 polyUb: -4

Results for COc1ccc(NC(=O)Cc2nnc(SCC(=O)NC3CCCC3)n2C)cc1 ?
APOBEC3G inh: 2; SENP1 inh: 3; SENP6 block: -19; SENP8 block-1: 11; Apaf1 inhib: 0; SENP8 block-2: -4; SENP7 inh: 7; UBC13 polyUb: -2

How did O=C1C(Cc2ccccc2)Nc2ncnc(N3CCCCC3)c2N1Cc1ccc(Cl)cc1 (stereo unspecified) do in these assays?
APOBEC3G inh: -5; SENP1 inh: -34; SENP6 block: -13; SENP8 block-1: -68; Apaf1 inhib: 8; SENP8 block-2: 1; SENP7 inh: -6; UBC13 polyUb: -9

How did Cc1cc(C)cc(OCC(=O)N/N=C\c2cn(C)nc2C)c1 do in these assays?
APOBEC3G inh: -4; SENP1 inh: 2; SENP6 block: 15; SENP8 block-1: 2; Apaf1 inhib: -10; SENP8 block-2: -4; SENP7 inh: -1; UBC13 polyUb: 7

What do the screens show for `O=[N+]([O-])c1ccc(F)cc1Oc1nc(-c2cccnc2)nc2ccccc12`?
APOBEC3G inh: -3; SENP1 inh: -7; SENP6 block: -4; SENP8 block-1: -20; Apaf1 inhib: 18; SENP8 block-2: -2; SENP7 inh: -6; UBC13 polyUb: -9

Results for CCSC(=O)CCCCCCCCCCCO ?
APOBEC3G inh: -5; SENP1 inh: 1; SENP6 block: -2; SENP8 block-1: 21; Apaf1 inhib: 16; SENP8 block-2: 1; SENP7 inh: 13; UBC13 polyUb: 8

Screens as filed in PubChem.
